# Source: PubChem
# PfHsp90 set2 – growth inhibition of PfHsp90-expressing yeast, primary screen, antimalarial PfHsp90 inhibitor project, S. cerevisiae, BacTiter-Glo luminescence, single point, set 2; AID 504621, 2011; BacTiter-Glo ATP, 48 h; yeast lacking PDR1 and PDR3 efflux regulators; hit rate 0.32% among 310,000; inhibition, % at 9.4 µM;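 active = every replicate shows inhibition above about 80%, whatever the replicate mean, limit read from the data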;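 note: 0% = DMSO neutral controls and 100% = 20 µM radicicol positive controls; yeast relying on Plasmodium falciparum Hsp90 in place of its own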
# NSD2 HMT inh – NSD2 histone methyltransferase inhibitors, primary screen, biochemical, AlphaScreen, single concentration, set 2; inhibition, % at 12.5 µM; NSD2 peptide methylation, 120 min; hit rate 0.54% among 310,000; in the data active = inhibition above about 50%
# C-LANA FP – inhibitors of KSHV C-LANA binding to DNA, primary screen, biochemical, fluorescence polarization, FAM-LBS DNA, MBP-C-LANA, single point. Kaposi's sarcoma herpesvirus LANA C-terminal domain (residues 932-1162) DNA binding. inhibition, % at 9 µM. hit rate 0.078% among 340,000. AID 504423, 2011;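 active = highest replicate inhibition at or above 60% at 9 µM, even if other replicates fall short; inactive = all replicates below 60% inhibition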;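 note: 0% = neutral control wells and 100% = 4 µM acridine orange control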
# Cardiac RTF inh – cardiac RTF calcium sensitivity inhibitors, primary screen, biochemical, IANBD-TnC fluorescence, EC70 calcium; Troponin I, cardiac muscle (Homo sapiens) + Troponin T, cardiac muscle (Homo sapiens) + …; IANBD-labeled cardiac RTF, Ca2+ fluorescence; inhibition, % at 7.15 µM; hit rate 0.12% among 340,000; AID 493244, 2011;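 active = inhibition above the mean inhibition of all tested compounds plus 3 SD, cut at about 17% in these data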;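 note: assay run at fixed EC70 calcium of 1.6 mM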
# Rtt109 HAT inh – inhibitors of C. albicans Rtt109/Vps75 HAT, primary screen, biochemical, ThioGlo CoA-SH fluorescence, plate reader; Histone acetyltransferase RTT109 (Candida albicans (strain SC5314 / ATCC MYA-2876)), …; inhibition, % at 34.9 µM; purified Rtt109/Vps75, 4 h; hit rate 0.16% among 330,000; AID 540336, 2011;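 active = inhibition of at least 50% in every replicate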
# Target sequence (Q5AAJ8 whole entry, looked up): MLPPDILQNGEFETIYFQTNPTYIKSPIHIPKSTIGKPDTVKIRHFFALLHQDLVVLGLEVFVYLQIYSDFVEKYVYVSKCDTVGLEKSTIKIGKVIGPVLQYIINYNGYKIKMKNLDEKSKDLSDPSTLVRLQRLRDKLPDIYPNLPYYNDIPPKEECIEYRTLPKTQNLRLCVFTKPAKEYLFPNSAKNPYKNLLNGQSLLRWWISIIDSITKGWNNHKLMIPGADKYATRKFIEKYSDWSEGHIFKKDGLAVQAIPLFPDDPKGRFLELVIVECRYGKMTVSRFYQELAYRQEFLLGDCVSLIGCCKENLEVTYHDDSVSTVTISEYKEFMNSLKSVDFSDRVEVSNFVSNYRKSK
# PvdQ inh – P. aeruginosa PvdQ acylase inhibitors, primary screen, biochemical, fluorescence, plate reader and imaging, single point; purified PvdQ acylase; inhibition, % at 10 µM; PvdQ acylase [Pseudomonas aeruginosa LESB58]; hit rate 0.063% among 340,000; AID 488965, 2010; in the data active = inhibition above about 30%, passing the limit was not always enough;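 note: 0% = vehicle neutral wells and 100% = reference inhibitor wells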
# Keap1-Nrf2 PPI – Keap1-Nrf2 protein-protein interaction inhibitors, primary screen, biochemical, fluorescence polarization, single point. AID 504523, 2011. Kelch-like ECH-associated protein 1 (Homo sapiens), Q14145. hit rate 0.15% among 340,000. Keap1 Kelch-Nrf2 peptide fluorescence polarization, 1536-well. inhibition, % at 9.4 µM; in the data active = inhibition above about 12%;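 note: human Keap1 Kelch domain with fluorescein labeled Nrf2 9mer peptide probe; 0% = neutral control wells and 100% = peptide positive control; higher means more block of Keap1 binding to Nrf2 peptide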
# cardiac RTF act – cardiac RTF calcium sensitivity activators, primary screen, biochemical, IANBD-TnC fluorescence, EC20 calcium; Troponin I, cardiac muscle (Homo sapiens) + Troponin T, cardiac muscle (Homo sapiens) + …; IANBD-labeled TnC RTF fluorescence at EC20 calcium; 0% EC20 calcium, 100% full calcium; activation, % at 7.2 µM; hit rate 0.24% among 340,000;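 active = activation above the mean over all tested compounds plus 3 SD, cut at about 30% in these data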;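 note: rise in fluorescence read as greater calcium sensitivity of cardiac thin filaments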
# SUMO Mot1 rescue – yeast Mot1-301 growth rescue at high temperature, primary screen, SUMOylation pathway inhibitor project, S. cerevisiae, ATP luminescence, 38.5C; S. cerevisiae Mot1-301 growth rescue; percent above DMSO median, 100 means doubled; growth rescue, % at 18.8 µM; hit rate 1% among 320,000;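 active = every valid replicate shows activation above 250% relative to neutral control wells; inactive = the rest, any valid replicate at or below 250%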;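 note: OY570 slx delta 5 strain wells were the positive control but not used for scaling; some compounds called inactive have numbers as strong as hits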
# CDK5 inh – inhibitors of human CDK5/p35 kinase, primary screen, biochemical, single concentration. inhibition, % at 10 µM. AID 488839, 2010. hit rate 0.01% among 330,000. Cyclin-dependent kinase 5 (Homo sapiens) + Cyclin-dependent kinase 5 activator 1 (Homo …. Recombinant CDK5/p35, ADP-Glo luminescence, 60 min;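 active = highest replicate inhibition of at least 50% and at least 75% of replicates reaching 50%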;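 note: plate controls were DMSO neutral control for no effect and GW8510 at 10 µM for full effect; many of its hits are not listed in these tables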
# Target sequence (Q00535 whole entry, looked up): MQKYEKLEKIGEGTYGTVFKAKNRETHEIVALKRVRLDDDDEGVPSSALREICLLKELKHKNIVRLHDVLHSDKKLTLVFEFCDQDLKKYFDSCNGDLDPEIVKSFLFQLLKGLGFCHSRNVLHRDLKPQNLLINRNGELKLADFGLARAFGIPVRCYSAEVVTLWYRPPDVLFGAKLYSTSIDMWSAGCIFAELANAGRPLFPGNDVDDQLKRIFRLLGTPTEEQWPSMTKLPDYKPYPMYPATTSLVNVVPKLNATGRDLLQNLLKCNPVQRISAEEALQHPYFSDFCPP
# Target sequence (Q15078 whole entry, looked up): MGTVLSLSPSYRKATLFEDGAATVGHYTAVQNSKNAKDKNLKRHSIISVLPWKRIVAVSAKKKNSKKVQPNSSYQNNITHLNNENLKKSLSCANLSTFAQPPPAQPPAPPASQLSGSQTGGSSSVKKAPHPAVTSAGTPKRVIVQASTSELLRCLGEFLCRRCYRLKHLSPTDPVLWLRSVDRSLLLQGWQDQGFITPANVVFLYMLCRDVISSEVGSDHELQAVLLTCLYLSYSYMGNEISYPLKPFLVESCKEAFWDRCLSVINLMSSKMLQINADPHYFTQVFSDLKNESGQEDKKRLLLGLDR
# dFosB act – activators of delta FosB homodimer, primary screen, biochemical, fluorescence polarization, TAMRA-CDK5 oligo, single point; Protein FosB (Mus musculus), P13346; purified delta FosB; percent of positive-control signal above neutral wells; activation, % at 25 µM; hit rate 0.99% among 340,000;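 active = mean activation above about 17%, with every replicate also reaching it, limit read from the data, passing the limit was not always enough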;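 note: fluorescence polarization rise as delta FosB binds a TAMRA Cdk5 AP-1 oligo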
# * = called active by the depositor; · = no result given.
canonical_smiles,PfHsp90 set2,NSD2 HMT inh,C-LANA FP,Cardiac RTF inh,Rtt109 HAT inh,PvdQ inh,Keap1-Nrf2 PPI,cardiac RTF act,SUMO Mot1 rescue,CDK5 inh,dFosB act
O=C1N/C(=N\N=C\c2cccs2)SC1Cc1ccc(Cl)cc1 (centres undefined),1,-2,0.7,-6,9,-2,-5,4,6,1.6,2
CC(C)OCCCNC(=O)c1ccccc1Oc1ccccc1,-8,1,0.2,-15,15,-12,-1,2,-1,-0.6,2
COc1cccc(/C=N/NC(=O)Cn2nc([N+](=O)[O-])cc2C)c1,16,0,-1.5,-15,4,1,-2,6,-21,-0.4,5
Cc1cc(C(=O)COc2ccc(Cl)cc2Br)c(C)n1C,9,0,0.4,-29,-4,3,-6,5,-16,1.2,-6
O=C(N/N=C/c1c(O)n(-c2ccccc2Cl)c(=O)c2ccccc12)C1COc2ccccc2O1 (centres undefined),14,2,-0.8,-12,-7,0,-10,5,-8,2.0,-10
Cc1cc(N2CCN(C)CC2)nc2ccc(NC(=S)N3CCCCCC3)cc12,-207,·,-1.7,0,9,-13,3,-2,-19,-1.0,2
Cc1c(NC(=O)CCCN2C(=O)c3cccc4cccc(c34)C2=O)c(=O)n(-c2ccccc2)n1C,-11,4,-0.3,0,-4,-5,-1,-1,-11,1.5,5
Cc1cc(C)c2c(CN3CCCCC3C)cc(=O)oc2c1 (centres undefined),13,-3,1.1,2,4,-10,-4,-3,-5,-0.1,-1
N#CCCN(Cc1ccccc1)S(=O)(=O)c1cccs1,-17,0,1.6,-3,6,-12,4,12,-18,0.0,-3
CCCc1cc(-c2[nH]ncc2-c2ccc3c(c2)OCCCO3)c(O)cc1O,2,2,-2.0,4,-5,3,-3,-2,-19,-4.7,-14
CCOc1cc(/C=C/C(=O)O)ccc1OCCO,20,-3,-0.4,1,-3,-4,-1,-9,·,-0.7,0
Cc1ccc(O)c(C(CC(=O)NC2CCCCC2)c2ccccc2)c1 (centres undefined),-9,2,-1.2,·,4,-13,-3,·,-14,0.3,1
Cc1n[nH]c(=O)nc1NCc1ccccc1Cl,3,-5,-0.8,-2,-4,-14,0,-1,316,1.1,7
CCC(=O)NCCc1cc2cc(C)c(C)cc2[nH]c1=O,2,·,-1.6,-6,4,-4,-4,0,-8,0.7,-2
COc1ccc2c(c1)[C@H]1[C@H](CO2)[C@H](c2ccccc2)[C@]2(C)C(=O)N(Cc3ccc(C)cc3)CC(=O)N12,20,·,0.8,-8,-8,11,-3,0,46,1.0,-2
C=CCN(CC(=O)O)S(=O)(=O)c1ccccc1C(F)(F)F,-8,6,0.0,7,9,-10,-6,8,3,0.0,0
Cc1ccc2[nH]c(=O)c(CN(Cc3cccs3)Cc3nnnn3CC3CCCO3)cc2c1 (centres undefined),-5,2,-0.6,2,·,9,-2,6,3,-1.7,-4
Cc1nnc(SCCn2c(N3CCC(C)CC3)nc3c2c(=O)n(C)c(=O)n3C)s1,5,0,-1.1,-4,2,4,-1,10,-11,0.4,-6
O=C(NCCN1CCOCC1)C(=O)NCC1OCCN1S(=O)(=O)c1ccc(Br)cc1 (centres undefined),2,-2,0.4,-8,-1,-5,-1,3,8,-0.6,3
CCN(CC)S(=O)(=O)c1cccc(C(=O)Nc2ccc(Cl)cn2)c1,·,3,-0.2,-8,-4,7,-4,1,-6,-0.3,-8
CC1=NN(C(=O)c2cccnc2)C(O)(C(F)(F)F)C1 (centres undefined),18,-2,0.1,-4,0,9,-2,7,·,-0.5,0
CCCC(=O)NCc1cc(-c2nn(C)c(=O)c3ccccc23)ccc1OC,-3,-2,0.4,-4,6,-6,4,-3,-3,0.4,-18
Cc1cc(=O)oc2cc(NC(=O)C3COc4ccccc4O3)ccc12 (centres undefined),-10,·,-2.3,-12,-3,-4,-3,10,3,-9.6,-7
Cc1ccc(C(=O)Nc2ccccc2C(=O)O)cc1NC(=O)COc1c(C)cccc1C,22,·,-0.7,-6,16,-14,-2,4,-4,-2.3,-17

# Reformatted: entries from further up.
SMILES: CCN(CC)S(=O)(=O)c1cccc(C(=O)Nc2ccc(Cl)cn2)c1
  PfHsp90 set2: · | NSD2 HMT inh: 3 | C-LANA FP: -0.2 | Cardiac RTF inh: -8 | Rtt109 HAT inh: -4 | PvdQ inh: 7 | Keap1-Nrf2 PPI: -4 | cardiac RTF act: 1 | SUMO Mot1 rescue: -6 | CDK5 inh: -0.3 | dFosB act: -8
SMILES: Cc1n[nH]c(=O)nc1NCc1ccccc1Cl
  PfHsp90 set2: 3 | NSD2 HMT inh: -5 | C-LANA FP: -0.8 | Cardiac RTF inh: -2 | Rtt109 HAT inh: -4 | PvdQ inh: -14 | Keap1-Nrf2 PPI: 0 | cardiac RTF act: -1 | SUMO Mot1 rescue: 316 | CDK5 inh: 1.1 | dFosB act: 7

# Next section:
canonical_smiles,PfHsp90 set2,NSD2 HMT inh,C-LANA FP,Cardiac RTF inh,Rtt109 HAT inh,PvdQ inh,Keap1-Nrf2 PPI,cardiac RTF act,SUMO Mot1 rescue,CDK5 inh,dFosB act
COc1ccc(NC(=O)C2CCCCN2S(=O)(=O)c2ccc(F)cc2)cc1 (centres undefined),-13,·,3.2,-5,12,10,2,5,-7,1.8,-2
Cc1ccc(C(=O)N2CCN3C(=O)c4ccccc4C23c2ccc(Cl)cc2)cc1 (centres undefined),-4,0,2.5,-6,4,-21,-8,2,-10,0.7,0
CC(=O)Nc1ccc(-c2nnn(CC(=O)c3ccc(F)cc3)n2)cc1Cl,12,·,0.9,3,2,-6,2,5,-7,1.4,-8
Nc1c(NC(=O)CC[n+]2ccccc2)cccc1[N+](=O)[O-],10,-1,-1.7,-6,2,-6,-5,5,109,0.5,-1
C[C@H](CO)N1C[C@H](C)[C@@H](CN(C)Cc2ccncc2)Oc2c(NS(=O)(=O)c3cccs3)cccc2C1=O,2,·,0.3,4,-2,-11,-4,1,-14,-0.8,-5
CC(C)N1CCc2c(sc(NC(=O)c3cc4cc([N+](=O)[O-])ccc4s3)c2C(N)=O)C1,23,·,0.7,-8,-3,0,-1,-4,·,0.7,48*
O=C(Nc1ccccc1)c1snc2c(=O)[nH]cnc12,10,3,-0.7,-3,-4,3,2,-5,-6,1.1,2
COc1ccc(N(C(=O)c2csnn2)C(C(=O)NC2CCCC2)c2ccccc2)cc1 (centres undefined),18,-3,-0.6,-6,-1,-12,-4,3,191,0.1,-12
COc1ccccc1CNC(=O)C(C)n1nc(C)n2c(cc3occc32)c1=O (centres undefined),31,22,-0.5,10,-9,-12,-2,0,-14,0.7,-3
CCOC(=O)c1c(N)sc(C(=O)N(C)C)c1CN1CCOCC1,-4,0,-0.8,4,-17,-8,-5,3,11,-1.4,-7
CCNC(=O)CC1SC(=Nc2ccccc2C)N(C)C1=O (centres undefined),3,-1,-0.6,-4,-9,-15,-1,2,-2,-1.3,-9
COc1ccc2oc(C(=O)OCC(=O)N3CCCC3=O)c(C)c2c1,28,0,0.8,8,-1,-2,3,13,9,-0.6,-1
CCN(CC)C(=O)Oc1ccc2c(=O)c(-c3ccc(OC)cc3)coc2c1,-17,1,-1.2,-5,0,-12,1,-1,182,-1.3,-8
CCOC(=O)CSc1ccc(-c2nc3ccccc3[nH]2)cn1,-1,0,-5.3,-6,6,11,1,4,264,0.2,-8
COc1ccccc1N1CCN(C(=O)C(OC(C)=O)c2ccccc2)CC1 (centres undefined),-36,0,-1.9,1,-3,-14,-1,7,63,-1.1,-5
CCOC(=O)/C(=C/c1ccc(OC)cc1)NC(=O)c1ccco1,-6,·,1.2,-8,-10,-12,-1,3,-18,0.4,-1
COc1ccc(N2CC(C(=O)Nc3nnc(SCc4ccccn4)s3)CC2=O)cc1 (centres undefined),12,1,-1.1,-3,-4,-4,-6,-3,60,1.6,-4
Cc1cccc(-c2noc(CCc3ccccc3)n2)c1,·,·,1.6,-2,-5,-13,-1,1,-11,0.4,-4
Cn1c(SCC(=O)N2c3ccccc3Sc3ccccc32)nc2ccccc21,-8,0,0.4,19*,6,1,-3,6,27,-0.2,2
Cc1cc(-c2ccccc2C(=O)NCc2ccccc2)on1,-4,34,1.0,-11,-1,-16,0,1,4,0.1,-2
COc1ccc(/C=C/C(=O)N(CC(C)C)CC(C)C)cc1Br,-2,-1,-2.9,0,6,6,-1,-2,7,-0.3,-16
NC(=O)CC(NC(=O)c1cccc(Br)c1)c1ccc(NC2CCN(Cc3ccccc3)CC2)c([N+](=O)[O-])c1 (centres undefined),-5,·,-0.9,-1,7,-19,-5,2,185,1.6,-5
COc1cccc(NC(=O)CN(C)C(=O)C23CC4CC(CC(Cl)(C4)C2)C3)c1,-2,-4,-0.2,-2,3,4,1,-4,11,-0.1,-10
CCOC(=O)C(NC(=O)c1ccc(OC)cc1)(N1CCCC1=O)C(F)(F)F (centres undefined),20,-1,0.9,-4,-1,-13,-1,6,-7,1.6,-8
CCCCn1c(N)c(N(CC)C(=O)CCNC(=O)NC23CC4CC(CC(C4)C2)C3)c(=O)[nH]c1=O,11,2,0.4,-12,-5,-13,-2,-2,0,1.5,-3
Cc1csc(NC(=O)c2cncc(Br)c2)n1,5,-1,-0.6,-4,-1,-5,-1,-8,21,0.3,-5
Fc1ccc(CSc2ncnc3scc(-c4ccccc4)c23)cc1,1,-2,0.3,12,-10,-6,2,6,0,-2.4,-7
O=C(OCc1nc2ccsc2c(=O)[nH]1)c1cc(Br)c(Br)s1,-3,3,-0.7,-19,-7,-3,-4,-2,-5,-0.6,8
CSc1nnc(N2C(=O)C(O)=C(C(=O)c3ccc(C)o3)C2c2ccc(C)cc2)s1 (centres undefined),16,7,9.3,-3,16,-4,-6,4,189,·,-6
O=C(Cc1ccccc1)NNc1ccc2ccccc2c1,5,-4,-0.1,7,0,1,-2,7,46,-3.9,-2
Cc1ccc(S(=O)(=O)N2CCN(C(=O)CCc3c[nH]c4ccccc34)CC2)cc1,-22,-4,-2.0,0,-1,-9,2,-4,-16,0.3,-14
CCCCC(O)(CCCC)C(=O)N/N=C(\C)c1ccc(Cl)cc1,14,1,1.1,-9,-9,1,-7,15,0,-3.5,-7
O=C(CCCC(=O)c1ccccc1)Nc1ccc(O)cc1,5,1,0.2,-3,15,5,-1,4,8,0.6,-1
